PDI inh – PDI (human) enzyme inhibition; 0.052% of 350,000 active; inhibition, % at 10 µM; AID 588391; P07237; PDI insulin aggregation turbidity, A650, 90 min;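 active means mean inhibition across replicates of 30% or more, whatever share of single replicates reach that level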;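 further: absorbance from insulin aggregation driven by PDI reduction with DTT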
Glyco luc inh – blocks N-linked glycosylation in D54 reporter cells. D54 ERlucT glycosylation luciferase reporter, 24 h; percent of 100 nM tunicamycin response. reporter increase, % at 12.5 µM. 0.23% of 360,000 active. AID 588692;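 active means mean luciferase reporter signal, scaled so untreated is 0 and the glycosylation-blocking control 100, at or above a set limit in every replicate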;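 further: luciferase carries N-glycosylation sites so blocking glycosylation raises the light; 0% = median of neutral control wells and 100% = median of 100 nM tunicamycin wells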
Cardio protect – myocardial damage modulation in H9c2 cells; H9c2 cardiomyocytes, H2O2 injury protection, ATPLite, 2 h; protection from H2O2 cell death, % at 20 µM; 0.63% of 360,000 active; AID 588492;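 active means compounds giving at least 50% protection of heart cells from peroxide-induced death in the single-dose screen, raw or plate-pattern-corrected value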;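 further: 0% = DMSO wells with peroxide and 100% = DMSO wells without peroxide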
MC4R antag cAMP – blocks human MC4R cAMP signaling. 0.48% of 360,000 active. P32245. inhibition, % at 6.5 µM. MC4R-expressing cells, MTII-stimulated cAMP, LANCE TR-FRET;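 active means inhibition above its plate's cutoff, the mean of tested wells on that plate plus 3 SD, cut at about 29% in these data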;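 further: 0% = Melanotan II alone and 100% = Melanotan II plus saturating MCL0020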
Target sequence (P32245 whole entry, looked up): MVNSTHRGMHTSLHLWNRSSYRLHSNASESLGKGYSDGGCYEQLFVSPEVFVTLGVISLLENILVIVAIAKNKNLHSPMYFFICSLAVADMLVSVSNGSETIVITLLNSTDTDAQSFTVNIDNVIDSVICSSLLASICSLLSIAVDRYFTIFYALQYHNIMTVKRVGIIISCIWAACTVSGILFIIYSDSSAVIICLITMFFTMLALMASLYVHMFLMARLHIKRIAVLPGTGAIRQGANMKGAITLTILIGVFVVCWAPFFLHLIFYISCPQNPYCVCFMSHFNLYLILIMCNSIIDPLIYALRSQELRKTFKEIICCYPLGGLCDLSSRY
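Material: U2OS-MC4R stable cell line | Reagent: Melanotan II challenge after compound preincubation | Doses: One concentration, 6.5 µM nominal | Incubation: 30-min compound preincubation, 1-h Melanotan II challenge, 1-h detection, room temperature | Signal: TR-FRET cAMP assay | Replicates: One well per compound, no replicates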
ABCB6 inh MLPCN – human ABCB6 transporter inhibition; Q9NP58; K562-ABCB6 porphyrin accumulation, flow cytometry, 1 h; stronger effect = lower value; fluorescence ratio to DMSO, % at 10 µM; 0.19% of 360,000 active;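 active means fluorescence ratio to DMSO below 75%, the collection mean minus 3 SD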;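 further: signal is porphyrin accumulated inside mitochondria; 100% equals median channel fluorescence of DMSO control wells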
aDG glyco up – alpha-DG glycosylation activation; 0.22% of 360,000 active; activation, % at 10 µM; Pro5-aDG cells, alpha-DG glycosylation AlphaScreen (IIH6); 0% Pro5, 100% B10-LARGE cell signal;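 active means activation of at least 8% versus controls, or a plate z-score of at least 8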;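 further: Pro5 are CHO cells carrying HIG-tagged alpha-DG that lacks glycosylation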
MC4R ag barr – activates human MC4R beta-arrestin recruitment; U2OS MC4R beta-arrestin complementation, luminescence; percent of melanotan II response, DMSO zero; activation, % at 8.9 µM; 0.98% of 360,000 active;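 active means activation above a per-plate cutoff, the mean activation of sample wells on that plate plus 3 SD, cut at about 8% in these data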
m5-HT2A agonist – mouse HTR2A agonism via beta-arrestin recruitment | 0.66% of 360,000 active | activation, % at 7.6 µM | CHO-K1 mHTR2A beta-arrestin complementation, luminescence; percent of 30 µM serotonin response | AID 624169 | P35363;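 active means activation above a run cutoff, the mean activation of all tested compounds plus 3 SD, cut at about 14% in these data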;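 further: 0% = plate median of compound wells and 100% = 30 µM serotonin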
Target sequence (P35363 whole entry, looked up): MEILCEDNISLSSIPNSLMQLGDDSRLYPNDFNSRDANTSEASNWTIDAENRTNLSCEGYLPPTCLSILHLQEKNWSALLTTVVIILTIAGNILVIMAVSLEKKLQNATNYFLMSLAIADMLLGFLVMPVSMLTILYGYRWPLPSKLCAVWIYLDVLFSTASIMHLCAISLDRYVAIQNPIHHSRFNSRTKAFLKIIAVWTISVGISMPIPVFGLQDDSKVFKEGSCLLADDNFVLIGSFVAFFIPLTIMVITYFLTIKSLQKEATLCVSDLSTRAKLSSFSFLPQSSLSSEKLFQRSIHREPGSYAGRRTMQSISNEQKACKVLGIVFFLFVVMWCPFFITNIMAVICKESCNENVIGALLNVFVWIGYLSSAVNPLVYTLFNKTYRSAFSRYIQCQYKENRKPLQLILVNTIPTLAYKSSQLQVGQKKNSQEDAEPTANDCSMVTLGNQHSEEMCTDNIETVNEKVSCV
Vif inh – HIV Vif inhibition; HEK293T cells, Vif self-association by quenched fluorescence, imaging, 24 h; inhibition, % at 7.49 µM; 0.35% of 340,000 active; AID 602346; in the data active means inhibition above about 50%, passing the limit was not always enough; further: some results filed as inactive read as strong as hits
CaV13 ICDI inh – Disruptors of the CACNA1D IQ motif to Ca2+-dependent inactivation inhibitor domain association, primary screening, Förster resonance energy transfer in intact living … | 0.098% of 340,000 active | HEK cells, CFP/YFP FRET ICDI-IQ, plate reader, 10 min; percent FRET-ratio fall versus neutral wells | inhibition, % at 12.3 µM | AID 743397;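 active means mean replicate inhibition of at least 30% and at least 1% of replicates passing that level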;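 further: 0% = median of the neutral control wells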
Starred values were filed as active, the others as inactive; x = no result given.

Molecule	PDI inh	Glyco luc inh	Cardio protect	MC4R antag cAMP	ABCB6 inh MLPCN	aDG glyco up	MC4R ag barr	m5-HT2A agonist	Vif inh	CaV13 ICDI inh
Cc1ccc(NC(=O)CCCn2c(=S)[nH]c3ccsc3c2=O)cc1C	-6	1	0	10	92	0.0	-4.8	6	1	-2
Cn1c2ccccc2c2c(C(=O)N3CCN(c4ccccn4)CC3)cn(C3CCCC3)c(=O)c21	3	2	24	-52	92	0.1	-1.2	3	1	-2
Cc1nn(C)c(C)c1C(C)NC(=O)c1cc(COc2ccc(F)c(F)c2)on1 (stereo not drawn)	-3	-1	-4	0	104	0.0	-3.0	6	-1	-2
Clc1cnc(N/N=C/c2ccncc2)c(Cl)c1	4	4	-2	-7	100	-0.2	-0.9	1	1	-3
O=C(CSc1ccc(-c2ccco2)nn1)NCc1ccc(F)cc1	3	0	-2	10	99	-0.1	0.0	1	8	-4
O=C(CC1NCCNC1=O)OCCCc1ccccc1 (stereo not drawn)	-1	0	8	4	96	0.0	0.3	4	9	-5
NS(=O)(=O)c1ccc(CCNC(=O)c2ccc(Cl)c(S(=O)(=O)NCc3ccco3)c2)cc1	-63	-1	0	2	91	0.2	-1.3	-6	1	-9
CCc1nc2c(OCCOC)cccn2c1N(C)C(=O)c1ccco1	-2	0	-2	2	102	0.0	-0.4	3	1	-6
CC1CCN(S(=O)(=O)c2ccc(NC(=O)CN3CCCC(C)C3)cc2)CC1 (stereo not drawn)	8	-2	-5	3	99	0.1	-0.1	-1	13	-3
Cc1ccc(Cn2c([N+](=O)[O-])cnc2C)cc1	0	3	-3	4	100	0.0	-1.5	-2	-3	-7
O=[N+]([O-])c1ccc(Sc2n[nH]c(-c3ccco3)n2)nc1	-11	0	-6	-4	98	0.3	-0.9	-3	x	2
CCN(CCn1cccn1)C(=O)CCc1nnc(-c2ccccc2)o1	-2	2	4	14	103	-0.3	0.4	2	1	-4
Cc1cc2c3c(c1C)C(=O)C(=O)N3C(C)(C)CC2C (stereo not drawn)	-5	-3	3	7	104	-0.2	-2.1	-2	3	-3
Cc1cccc(-c2c3c(=O)n(C)c(=O)n(C)c3cn2C(C)(C)C)c1	9	0	6	2	95	-0.2	0.0	4	1	-9
CC(=O)c1cc(-c2ccccc2)n(CC(=O)N2CCCC2)c1C	-1	4	1	0	94	-0.2	-0.8	5	-1	-7
CCC(C)N(C(=O)COC(=O)COc1c(C)cc(C)cc1C)C1CCS(=O)(=O)C1 (stereo not drawn)	0	1	0	5	100	0.3	0.7	3	6	-5
Cc1cc(C)nc(Nc2nc(-c3ccccc3)cs2)n1	-7	-16	-14	-3	95	-0.2	0.0	-2	-6	-4
Cc1cc(NC(=O)c2cc(-c3ccco3)on2)nn1Cc1ccc(Cl)cc1	-6	25	-10	-7	96	0.1	0.7	0	x	-10
CCCOc1ccc(C(=O)NNC(=S)NC(C)=O)cc1	-2	-6	22	-3	97	1.2	-4.6	-5	16	-4
Cc1ccccc1S(=O)(=O)Cc1ccc(C(=O)NC(C)c2ccccc2)o1 (stereo not drawn)	0	1	1	-6	90	0.3	2.0	3	-2	-2
Cc1cc(C)n(C(=O)CN(C)S(=O)(=O)c2ccc([N+](=O)[O-])cc2)n1	-13	2	-4	-2	94	0.2	2.3	6	-5	-4
Cc1ccc2[nH]c(=O)c(CN(CCCN(C)C)C(=O)Nc3ccc(Cl)cc3)cc2c1	5	-3	5	1	101	0.1	-1.8	-10	-3	-2
O=C(NCC(=O)N(c1ccc(F)cc1)C(C(=O)NC1CCCC1)c1cccnc1)c1ccco1 (stereo not drawn)	5	-1	-1	4	98	0.0	2.5	-1	0	-4
COCCCN1C(=O)C(=O)/C(=C(/O)c2ccc(S(=O)(=O)N3CCCCC3)cc2)C1c1ccc(O)c(OC)c1 (stereo not drawn)	-4	2	-3	1	100	-0.2	-1.1	-7	-5	-3
Cc1nccn1-c1cc(C(C)(C)C)nc2c(-c3ccccc3)cnn12	-27	-1	4	-3	102	0.1	-0.1	-6	2	-3
Cn1nc(-c2ccccc2)c(C(=O)Nc2ccc(C(F)(F)F)cc2)c1Cl	2	-1	-4	15	103	0.0	1.0	-1	-2	x
CN(C)C(CNC(=O)c1cccc(S(=O)(=O)N2CCN(c3ccccc3)CC2)c1)c1ccccc1 (stereo not drawn)	-5	-6	-20	-4	101	0.8	-1.5	-15	21	-4
Cn1nc(C(F)(F)F)c(C(=O)Nc2cccc(C(F)(F)F)c2)c1SCc1ccc(Cl)cc1	3	-11	-16	11	95	0.7	4.2	0	-9	-5
Cc1ccc(NC(=O)N2CCC(C(=O)NCC(C)C)CC2)cc1	-10	1	0	4	98	0.0	0.0	-3	5	-6
O=C(Cn1ccc([N+](=O)[O-])n1)NCc1cccs1	-4	1	-2	3	91	-0.1	0.5	5	-1	-8
COc1ccc(/C=C/C(=O)c2cc(Br)ccc2OC(=O)c2ccco2)cc1OC	0	2	10	12	106	0.1	-3.2	3	-6	0
COc1cccc(NC(=O)c2nn(-c3ccc(OC)cc3OC)c(=O)c3ccccc23)c1	-6	-2	-2	-1	98	-0.4	-0.6	6	1	-4
COc1cccc(CSc2nnc(-c3ccncc3)n2C)c1	3	9	6	4	98	0.0	-0.4	-1	6	-2
Cc1[nH]n(C(N)=S)c(=O)c1N=Nc1ccc(S(=O)(=O)N2CCCCCC2)cc1	-3	-1	-7	10	97	-0.3	-2.1	4	7	-3
CCn1c(SCC(=O)N2CCC(C)CC2)nc2c(c1=O)SC(C)C2 (stereo not drawn)	-4	-4	2	6	94	0.7	-2.0	3	x	-2
COc1ccc(CNCCS(=O)(=O)NC2CCCC2)cc1	3	-2	-3	-4	99	-0.1	-0.9	1	18	-9
Cc1nc2ccc(S(=O)(=O)Nc3ccc(-c4nc5cccnc5s4)cc3)cc2s1	x	-2	-5	1	95	0.0	-0.6	1	19	139*
Cc1ccc(C)c(OCCC(=O)Nc2cc(S(=O)(=O)N3CCCCC3)ccc2C)c1	3	-3	-5	1	90	0.7	-1.3	-5	10	-16
O=C(CNC(=O)c1ccccc1F)Nc1ccccc1C(F)(F)F	13	0	3	5	95	0.0	0.0	1	-2	0
O=C(NN=Cc1ccccc1O)C(O)(c1ccccc1)c1ccccc1	3	0	39	5	104	0.9	-2.5	-6	7	-11
O=c1[nH]c(CSc2nnc(-c3ccccc3)n2-c2ccccc2)nc2ccccc12	18	-4	17	-2	110	0.2	2.7	-1	x	-16
COc1cccc(NC(=O)N2CCCCCC2)c1	-3	1	-2	3	97	-0.1	-0.7	0	-2	-7
COc1cc(C(=O)Nc2ccncc2)cc(OC)c1OC	-4	4	0	-5	93	-0.2	-1.3	1	2	-9
O=C(Cn1nc(C(=O)O)c2ccccc2c1=O)Nc1cc(Cl)cc(Cl)c1	4	1	0	2	103	-0.1	12*	-3	-2	-5
O=C(NNC(=O)c1cc(S(=O)(=O)N2CCCCC2)ccc1Cl)c1ccccc1O	3	-3	14	8	97	0.1	-4.3	6	-4	-2
CCCCN(CC)Cc1ccc(CNC(=S)Nc2cccc(F)c2)o1	0	-5	1	18	100	-0.1	-1.6	-7	-3	-16
COc1cccc(C(=O)NC2CC3CCC(C2)N3Cc2ccccc2)c1 (stereo not drawn)	20	-2	5	1	96	-0.1	0.3	-4	2	-3
Cc1[nH]c(C)c(S(=O)(=O)N2CCN(c3ccccc3F)CC2)c1C(=O)N1CCCCC1	-6	-1	2	0	95	-0.2	-0.9	-5	8	-6
O=C(NCC(=O)N(c1cnc2ccccc2c1)C(C(=O)NC1CCCC1)c1ccncc1)c1ccco1 (stereo not drawn)	2	1	4	19	95	-0.1	-1.2	2	-2	x
CNc1c(NS(=O)(=O)c2ccc(OC)c(Cl)c2)c(=O)oc2ccccc12	-1	-1	4	-4	103	0.0	-0.6	-2	-7	-5
CCOC(=O)CCCNC(=O)c1cncc(Br)c1	8	1	-1	4	98	-0.1	1.4	3	2	x
Cc1ccc(S(=O)(=O)Nc2cccc3c2O[C@H](CN(C)C(=O)Nc2ccc(C(F)(F)F)cc2)[C@@H](C)CN([C@H](C)CO)C3=O)cc1	8	-2	-7	2	108	-0.1	-3.4	1	1	-5
Cc1c(C(=O)O)[nH]c2c1C(=O)CC(c1ccc(Cl)cc1)C2 (stereo not drawn)	-1	1	3	2	101	-0.1	-0.8	5	-5	-8
COc1ccc(CNc2ncnc3c2[nH]c2ccccc23)cc1	2	-1	-17	8	94	1.8	-1.5	-6	-13	-5
O=C(NCC1CCOCC1)c1cc(COc2cccc(C(F)(F)F)c2)on1	-1	0	1	2	96	0.3	-1.0	2	-5	-3
O=c1cc(Cl)c(-c2ccccc2)nn1Cc1ccc(Cl)cc1	-7	-5	3	16	94	0.2	4.7	-2	-2	-4
Cc1cccc(/C(N)=N/OC(=O)c2ccncc2)c1	0	-8	-9	18	104	0.0	-1.3	25*	4	-3
CC(=O)Nc1cccc(-c2cc(N3CCN(CCO)CC3)n3nccc3n2)c1	9	0	9	8	94	-0.3	-1.2	3	8	-6
Cn1c(SCC(=O)c2ccc(F)cc2)nc2cccnc21	-4	0	-1	15	92	0.0	0.6	-3	4	0
O=C(NCCCNC(=O)c1cnccn1)c1ccc(Cl)c(Cl)c1	4	2	-2	9	98	-0.1	0.7	-4	12	-4

Additional compounds:
Molecule	PDI inh	Glyco luc inh	Cardio protect	MC4R antag cAMP	ABCB6 inh MLPCN	aDG glyco up	MC4R ag barr	m5-HT2A agonist	Vif inh	CaV13 ICDI inh
CN(C)S(=O)(=O)c1ccc(Cl)c(NC(=O)CN2C(=O)NC3(CCc4ccccc43)C2=O)c1 (stereo not drawn)	-10	1	4	4	97	-0.3	-1.0	0	-7	-6
CCOc1ccc(-c2c[n+]3c(n2-c2ccccc2)CCCCC3)cc1	1	-2	-6	11	82	0.0	-2.0	-2	6	-4
Cc1nn(Cc2c(F)c(F)c(F)c(F)c2F)c(C)c1NC(=O)c1ccnn1C	-4	3	4	0	98	0.1	-0.5	6	6	-7
CCn1c(SCC(=O)Nc2nc(C)cs2)nnc1-c1ccco1	1	0	-4	-6	100	0.0	-0.3	-3	5	-5
C1=NN(c2ccccc2)C=NN1c1ccccc1	9	-1	4	1	97	0.0	2.7	-4	2	-6
O=C(c1cccnc1)N1CCC(Oc2ccc(C(=O)N3CCCCO3)cc2)CC1	1	2	-4	24	98	0.1	-2.3	5	-4	-5
Cc1cc(NC(=O)CSc2nc(-c3ccco3)cc(C(F)(F)F)n2)no1	2	20	-6	-26	102	0.0	2.6	-2	17	x

Not a hit list; about 3.6% have a hit in one of these screens.
